High-throughput results (PubChem)
S3 lipid droplet = qHTS Assay for Lipid Storage Modulators in Drosophila S3 Cells. Drosophila S3 cells, BODIPY lipid droplet fluorescence, 18-24 h; cells fed with added oleic acid. Potency in µM for hits, for the others lipid storage change, negative = inhibition, % at the top dose, mostly 46.1 µM. 320,000 compounds, 0.64% hits; active = well fitted inhibition curve with a large enough effect in the signal ratio, with a control signal flat, not every such curve was filed as active; inconclusive = small, poorly fitted or top-dose-only effect, or effect the other way, or a change in a side signal; the % refers to the signal ratio
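Drosophila S3 cells loaded with oleic acid (400 uM, as added) and compounds at several concentrations; lipid droplets imaged by 488-nm laser-scanning cytometry, 500–530 nm intensity and object ratio to cell channel. Percent activity normalized to 20 uM Triacsin C.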
S3 lipid droplet cell count max = also measured in S3 lipid droplet; calls as there; cell number change, %; measured here: cell count max response;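 cells counted by Cell Tracker Red CMTPX staining in the red channel; peak over a dose series mostly up to 46.1 µM; percent activity relative to internal control wells on each plate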
* marks the source's active call; other numbers are inactive results; i = inactive; ? = inconclusive; / = no result given; [ ] = another dose, or the depositor's remark. % is set by controls: 0 for no effect and ±100 for the full control effect; potency is the fitted concentration of half-maximal effect. The list is partial. The share of hits here may be higher or lower than overall.

SMILES	S3 lipid droplet	S3 lipid droplet cell count max
CCOc1ccc(C2=Cc3cc(OC)c(OC)cc3C(=C(Cl)Cl)O2)cc1	i	/
OC(COc1ccccc1)Cn1c2ccccc2c2ccccc21 (stereo unspecified)	?	/
COc1cccc(NC(=O)Cn2nnc(C(=O)Nc3ccccc3)c2N)c1	7%	-18
COc1ccccc1OC(C)C(=O)N1CCc2ccccc21 (stereo unspecified)	i[0.0737 µM]	/
CC(=C/C(=O)O)/C=C/c1ccc([N+](=O)[O-])cc1	5%	18
CCSc1nnc(NC(NC(C)=O)(C(F)(F)F)C(F)(F)F)s1	-4%	-20
O=C(COC(=O)COc1cccc(Br)c1)Nc1ccc(F)cc1F	?	/
COc1ccccc1NC(=O)CC(NC1CCCCC1)C(=O)O (stereo unspecified)	3%	3
O=C(Nc1cccc(Cl)c1)N(CCN1CCOCC1)Cc1ccccc1F	i	/
Cc1sc(NC(=O)c2ccco2)c(C(c2cccnc2)N2CCN(C)CC2)c1C (stereo unspecified)	?	/
CCS(=O)(=O)C(C)(CCl)C(=O)Nc1ccc(C(=O)OC)cc1 (stereo unspecified)	?	/
CN(Cc1nccs1)C(=O)c1cc(COc2cccc3cnccc23)on1	?	/

A second format for part of the listing above:
Cc1sc(NC(=O)c2ccco2)c(C(c2cccnc2)N2CCN(C)CC2)c1C (stereo unspecified)
  S3 lipid droplet: ?	S3 lipid droplet cell count max: /

OC(COc1ccccc1)Cn1c2ccccc2c2ccccc21 (stereo unspecified)
  S3 lipid droplet: ?	S3 lipid droplet cell count max: /

COc1ccccc1OC(C)C(=O)N1CCc2ccccc21 (stereo unspecified)
  S3 lipid droplet: i[0.0737 µM]	S3 lipid droplet cell count max: /

Next structures follow:
SMILES	S3 lipid droplet	S3 lipid droplet cell count max
CCOc1ccccc1NC(=O)CSc1nnc(-c2ccncc2)o1	-11%	5
CN(C)C(C(=O)Nc1cc(Cl)cc(Cl)c1)c1ccccc1 (stereo unspecified)	?	/
Nc1cc(C(F)(F)F)ccc1-n1cccc1	-17%	-21
CCOC(=O)N1CCN(C(=O)NC2CCCCC2)CC1	-8%	-13
Cc1ccc(-c2csc3nnc(SCC(=O)Nc4cccc(C)n4)n23)cc1	i	-3
CCn1c(=O)c([N+](=O)[O-])c(N2CCSCC2)c2ccccc21	-12%	11
Cc1nc(N2CCCCC2)c2c(-c3cccs3)csc2n1	2%	5
O=C(NCCO)c1ccccc1O	i	27
CCS(=O)(=O)N1Cc2ccccc2CC1C(=O)OCC(=O)N(C(C)C)C(C)C (stereo unspecified)	?	/
COc1ccc(CN(CC(=O)NC2CCCC2)C(=O)c2ccc(-c3ccccc3)[nH]2)cc1	?	/
CC(/C=N\N1CCN(c2ccc(Cl)cc2)CC1)=C\c1ccccc1	?	/
Cc1cccc(-n2nc3c([n+]2[O-])CCc2nonc2-3)c1C	?	/

Structural class: the compounds so far containing an aryl thioether with sulfur outside any ring (3)
SMILES	S3 lipid droplet	S3 lipid droplet cell count max
CCSc1nnc(NC(NC(C)=O)(C(F)(F)F)C(F)(F)F)s1	-4%	-20
CCOc1ccccc1NC(=O)CSc1nnc(-c2ccncc2)o1	-11%	5
Cc1ccc(-c2csc3nnc(SCC(=O)Nc4cccc(C)n4)n23)cc1	i	-3

New compounds follow
SMILES	S3 lipid droplet	S3 lipid droplet cell count max
COc1ccccc1C(=O)Nc1ccc2c(c1)nc(CCNC(=O)c1ccccc1)n2C	0%	0
CCn1c(O)c(/C=N/n2cnnc2)sc1=S	?	/
O=C(c1cc(=O)c2ccccc2o1)N1CCN(c2ccccc2)CC1	?	/
O=C(CN1CCN(c2ccccn2)CC1)Nc1cccc(F)c1	i	-4
CC(NC(=O)c1ccc(S(=O)(=O)N(C)C)cc1)c1ccccc1 (stereo unspecified)	?	/
Cc1ccc(NC(=O)COC(=O)c2ccccc2F)cc1S(=O)(=O)N1CCCCC1	-53%[0.0737 µM]	16
Cc1cc(Oc2ccc(C(C)(C)C)cc2)nc(N2CCOCC2)n1	?	/
N#CC1(C#N)C(c2ccccc2)OC23CCCCC2C1(C#N)C(=N)O3 (stereo unspecified)	?	/
CCCCCCc1c(C)c2ccc(OCC(=O)N[C@@H](Cc3ccccc3)C(=O)O)cc2oc1=O	13%	2
Cc1cc2c(c(C)nn2-c2ccccc2)c(=O)o1	16%	1
Oc1ccc(Br)cc1/C=N/N1CCN(Cc2ccccc2)CC1	?	/
O=C1c2cccnc2C(O)N1Cc1cccs1 (stereo unspecified)	-17%	/
Cc1ccc(NC(=O)COC(=O)C2CC2C)c(S(=O)(=O)N2CCCCC2)c1 (stereo unspecified)	?	/
CN1C(=O)CS/C1=N\NC(=O)COc1cccc2cccnc12	?	/
CCOC(=O)c1ccccc1-n1nnnc1C	?	/
CCOC(=O)c1cc2c(=O)n3cc(C)ccc3nc2n(Cc2cccnc2)c1=N	?	/
Cc1cccc(OCCCN2CCOCC2)c1C	?	/
O=c1[nH]n2c(-c3ccccc3)nc(O)c2c2ccccc12	1%	-1
O=C(O)c1nn(-c2ccc(F)cc2)ccc1=O	-3%	-10
COc1cccc2c(N/N=C/c3ccc(O)c(O)c3)cc(C)nc12	i	-18
O=C(CC1C(=O)NCCN1Cc1ccccc1C(F)(F)F)NC1CCCCC1 (stereo unspecified)	?	/
Cc1cc(C)c(S(=O)(=O)Nc2ccc(N3CCOCC3)cc2)c(C)c1	14%	18
Nc1nc(NCc2ccco2)nc(N2CCOCC2)c1[N+](=O)[O-]	i	27
Cc1ccc(CN(Cc2ccco2)C(=S)NCC(=O)NCc2cccnc2)cc1	6%	2
COc1ccc(NC(=O)CN2CCN(CC(=O)Nc3ccccc3Cl)CC2)cc1	-7%	-2
COc1ccc(Br)cc1S(=O)(=O)NNC(=O)c1c(C)nc2ccccn12	?	/
O=S(=O)(NCCc1ccccc1)c1cccc2nsnc12	?	/
CC1(C)CC(=O)C=C(NNC(=O)c2ccccc2O)C1	5%	0
CCN(CC(=O)Nc1ccc(Br)cc1)C(=O)c1nc2nc(C)cc(C)n2n1	?	/
COc1ccc(OCC(=O)Nc2nnc(S(=O)(=O)N3CCCCCC3)s2)cc1	?	/
CC(C)(C)c1nc(SCC(=O)N2CCCC2)c2ccccc2n1	-1%	-10
O=C(CN1CCC(C(=O)c2ccc(F)cc2)CC1)Nc1ccccc1	3%	-20
O=S(=O)(c1cccs1)N1CCc2ccccc21	-9%	-14
Cc1ccc(Cl)cc1NC(=O)C(=O)N/N=C/c1ccc2c(c1)OCO2	?	/
COCCNC(=O)/C(C#N)=C/c1c(N2CCN(C)CC2)nc2ccccn2c1=O	-11%	-8
Cc1ccc(NC(=O)CSC(C)C(=O)NCCc2ccccn2)cc1 (stereo unspecified)	?	/

A stretch from further up, as a working copy:
SMILES	S3 lipid droplet	S3 lipid droplet cell count max
COc1ccc(NC(=O)CN2CCN(CC(=O)Nc3ccccc3Cl)CC2)cc1	-7%	-2
COc1ccc(Br)cc1S(=O)(=O)NNC(=O)c1c(C)nc2ccccn12	?	/
O=S(=O)(NCCc1ccccc1)c1cccc2nsnc12	?	/
CC1(C)CC(=O)C=C(NNC(=O)c2ccccc2O)C1	5%	0
CCN(CC(=O)Nc1ccc(Br)cc1)C(=O)c1nc2nc(C)cc(C)n2n1	?	/

New compounds follow
SMILES	S3 lipid droplet	S3 lipid droplet cell count max
Cc1cccnc1NC(=O)c1csnn1	-2%	-1
CS(=O)(=O)c1ccc(C(=O)OCC(=O)N(CCc2ccccc2)Cc2ccccc2)cc1	17%	/
CCNC(=S)N/N=C/c1cccs1	?	/
Cc1ccc(Nc2cc(=O)n(C3CCCCC3)c(=O)[nH]2)cc1C	?	/
O=C1C2CCCCC2C(=O)N1c1nccs1 (stereo unspecified)	?	/
COc1cc2nc(C3CCC3)n(NC(=O)COc3ccccc3)c(=O)c2cc1OC	?	/
Cc1[nH]c(=O)nc(SCc2cccc(Cl)c2)c1C#N	i	19
COc1ccc(CC(=O)N/N=C\c2cc(Br)c(O)c(Br)c2)cc1	?	/
O=C(Nc1nnc(C2CCCCC2)s1)c1ccco1	0%	5
O=c1cnnc(N/N=C/c2c[nH]c3ccccc23)[nH]1	2%	/
O=c1oc2cc(O)ccc2c2c1CCCC2	i	/
COc1ccc(OC)c(C2=NOC(C(=O)Nc3c(C)n(C)n(-c4ccccc4)c3=O)C2)c1 (stereo unspecified)	1%	8
O=C1NC(=O)N(c2ccccc2)C1=O	?	/
O=C(CCC1CCCC1)NCc1cccs1	-5%	0
COc1ccc(NC(=O)CNC(=O)Cn2ccc3ccccc3c2=O)c(OC)c1	?	/
CC1(C)CC(NC(=S)NCc2ccc3c(c2)OCO3)CC(C)(C)N1	?	/
CC(=O)c1cc2c(cc1NC(=O)CCn1cnnn1)OCO2	i	-19
O=C(CCNC(=O)C1CCN(S(=O)(=O)c2ccc(F)cc2)CC1)NCc1ccccc1	i	/
COc1ccc(C2C(C(C)=O)=C(O)C(=O)N2CCCn2ccnc2)cc1OC (stereo unspecified)	-3%	2
CN(C)C(=O)N1CCC(C(=O)NC2CCCCCCC2)CC1	i	/
Cc1csc(NC(=O)c2cc3c(s2)CCC3)n1	29%	3
O=C(/C=C/c1cn(-c2ccccc2)nc1-c1ccc2c(c1)OCCO2)NCCO	?	/
Cc1ccccc1OCC(=O)Nc1ccc(S(=O)(=O)Nc2ccccn2)cc1	7%	6
COc1ccc(-c2c(N)n[nH]c2C)cc1OC	10%	-4
Cc1cc(N2CCN(C(=O)c3ccco3)CC2)n2ncnc2n1	4%	6
O=C(CN1CCOCC1)Nc1ccccc1Sc1ccccc1	20%	3
Cc1ccc(N2C(=O)CCC(C(=O)O)C2c2cccs2)cc1 (stereo unspecified)	i	6
Cc1ccc(C(=O)NC(=S)/C=C2\N(C)c3ccccc3C2(C)C)cc1	?	/
CCc1ccccc1N(CC(=O)NC1CCCCC1)C(=O)CCCC(=O)Nc1ccccn1	?	/
COc1cc(/C=C(\C#N)C(=O)Nc2cccnc2)ccc1OC(C)C	-18%	9
Cc1ccccc1NC(=O)NCCCN1CCN(c2ccccc2)CC1	?	/
CC(C)Nc1nc(NC2CCCC2)nc(N2CCOCC2)n1	?	/
O=C(c1cn(-c2ccccc2)nc1-c1cccs1)N1CCN(c2ccc(F)cc2)CC1	i	/
O=c1[nH]nc(SCCS(=O)(=O)c2ccc(F)cc2)n1-c1ccc2c(c1)OCCO2	?	/
CCCCC1=CC2=C(c3ccco3)C(=O)C(C)(OC(=O)c3ccc(OC)cc3)C(=O)C2=CN1CCCN(CC)CC (stereo unspecified)	4%	4
Cn1c(=O)oc2cc(S(=O)(=O)N3CCc4ccccc4C3)ccc21	?	/
C=CCC(CC)C(=O)NC(=O)N1CCCc2ccccc21 (stereo unspecified)	0%	2
Cc1noc(C)c1C(=O)N(CC(C)C)c1nc2ccccc2s1	?	/
COc1cc(C)c(S(=O)(=O)N2CCCC2)cc1C(C)C	12%	3
CCN(CC)CCNC(=O)c1ccc(NC(=O)Cc2ccsc2)cc1	?	/
COc1ccc(CNC(=O)C/C(C)=N/NC(=O)C23CC4CC(CC(C4)C2)C3)cc1	4%	10
COC(=O)c1c(NC(=O)c2ccc(C)c(S(=O)(=O)Nc3ccccc3C)c2)sc2c1CCCC2	i	/
O=C(NNc1nc2cc3c(cc2s1)OCCO3)c1ccccc1	1%[9.22 µM]	10
O=C(COc1ccc(Cl)cc1Cl)NN=C1CCCCC1	12%	16
COc1ccc2ccccc2c1CN(C)Cc1ccccc1	?	/
CCc1ccccc1NC(=O)c1ccc(S(=O)(=O)NCC2CCCO2)cc1 (stereo unspecified)	?	/
CCOC(=O)C1CCN(CC(O)COc2ccc(C(C)(C)CC)cc2)CC1 (stereo unspecified)	?	/
CC(=O)c1cccc(S(=O)(=O)N2CCCC(c3nc4c(nnn4Cc4cccc(Cl)c4)c(=O)[nH]3)C2)c1 (stereo unspecified)	?	/

Some of these compounds in order of molecular weight, low to high:
SMILES	S3 lipid droplet	S3 lipid droplet cell count max
COc1ccc(CNC(=O)C/C(C)=N/NC(=O)C23CC4CC(CC(C4)C2)C3)cc1	4%	10
COC(=O)c1c(NC(=O)c2ccc(C)c(S(=O)(=O)Nc3ccccc3C)c2)sc2c1CCCC2	i	/
CC(=O)c1cccc(S(=O)(=O)N2CCCC(c3nc4c(nnn4Cc4cccc(Cl)c4)c(=O)[nH]3)C2)c1 (stereo unspecified)	?	/

Remaining list, next part.
SMILES	S3 lipid droplet	S3 lipid droplet cell count max
CC1CCCCN1CCNC(=O)C1CCN(S(=O)(=O)c2cccc3cccnc23)CC1 (stereo unspecified)	5%	-6
COc1cccc(CNC(=O)C2CSC3(C)CCC(=O)N23)c1 (stereo unspecified)	?	/
CCOc1ccc(C(=O)Nc2nncs2)cc1OCC	?	/
COC(=O)Nc1ccc2c(c1)N(C(=O)CCN1CCN3CCCC3C1)c1ccccc1CC2 (stereo unspecified)	?	/
CCC(=O)Nc1nc2ccccc2n1Cc1ccc(C)cc1	?	/
CCC(C(=O)NC(C)(C)C)N(Cc1ccc(F)cc1)C(=O)c1snc(C(N)=O)c1N (stereo unspecified)	?	/
CC1=C(C)CC2C(=O)N(Cc3ccccc3)C(=O)C2C1 (stereo unspecified)	i	/
COc1cc2[nH]c(=O)n(CCC(=O)NCCCN3CCN(c4ccccc4F)CC3)c(=O)c2cc1OC	?	/
CN1C(=O)[C@@H]2[C@@H]3C[C@@H]([C@H]4ON=C(c5ccc(Cl)cc5Cl)[C@@H]34)[C@@H]2C1=O	6%	6
COC(=O)COc1ccc(S(=O)(=O)N2CCN(c3ccccc3)CC2)cc1	13%	4
Cc1ccccc1C(=O)NNC(=O)C1CCN(c2ncccn2)CC1	?	/
O=C(O)c1cc(N/N=C/c2ccc(OCc3ccccc3)cc2)ccc1Cl	?	/
